# High-throughput results from PubChem BioAssay.
# ERp5 inh – inhibitors of ERp5-driven insulin aggregation, primary screen, biochemical, turbidity, absorbance 650 nm, single point | inhibition, % at 9.99 µM | 90 min | hit rate 0.05% among 350,000;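 active means mean replicate inhibition above about 25%, with every replicate also reaching it, limit read from the data, passing the limit was not always enough; inconclusive means only one of those two criteria met; inactive means neither criterion met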
# DENV2 CPE rescue – inhibitors of DENV2 cytopathic effect, primary screen, cell-based, plate reader, single concentration; DENV2-infected cells, cytopathic effect rescue; CPE inhibition, % at 9.99 µM; hit rate 1.7% among 350,000; AID 651640, 2012; in the data active means CPE inhibition above about 20%, passing the limit was not always enough; inconclusive means no clear call, values can overlap the other calls; tested in BHK-21 cells;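 further: 0% = median of neutral control wells and 100% = median of positive control wells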
# C2C12 statin – suppressors of statin myotoxicity in C2C12 myotubes, primary screen, cell-based, single point, plate reader; rescue of ATP level, % at 7.49 µM; C2C12 myotubes + simvastatin, ATP luminescence, 48 h; scaled: DMSO 0, geranylgeraniol control 100; hit rate 0.78% among 330,000; AID 602340, 2012;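 active means mean ATP rescue above about 67%, or every replicate alone reaching that limit, limit read from the data, passing the limit was not always enough; inconclusive means no clear call, values can overlap the other calls; inactive means mean under the limit and some replicate under it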;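 further: myotubes were challenged with 10 µM simvastatin during compound exposure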
# PglD inh – C. jejuni PglD acetyltransferase inhibitors, primary screen, biochemical, DTNB colorimetric, single point | UDP-N-acetylbacillosamine N-acetyltransferase PglD (Campylobacter jejuni) | purified PglD enzyme, DTNB colorimetric CoA detection | inhibition, % at 12.5 µM | hit rate 0.098% among 360,000 | AID 602405, 2012; in the data active means inhibition above about 16%, passing the limit was not always enough; inconclusive means no clear call, values can overlap the other calls; further: strong numbers were not always called active
# E-sel inducer – E-selectin induction in HUVECs, primary screen, imaging, HUVEC, immunofluorescence imaging, single point; P16581; hit rate 0.37% among 260,000; normalized: neutral wells 0, TNF-alpha wells 100; activation, % at 7.58 µM;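 active means mean E-selectin-positive cell signal at least 10% of the positive control, reached in at least 60% of replicates, without over 20% cell loss; inconclusive means no rule given, readout overlaps actives, possibly toxicity-flagged; inactive means the rest, including those meeting only one limit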;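 further: in these data hits start at about 27%; measured in HUVEC primary endothelial cells; signal is the percent of cells scored E-selectin positive by PE staining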
# Target sequence (P16581 whole entry, looked up): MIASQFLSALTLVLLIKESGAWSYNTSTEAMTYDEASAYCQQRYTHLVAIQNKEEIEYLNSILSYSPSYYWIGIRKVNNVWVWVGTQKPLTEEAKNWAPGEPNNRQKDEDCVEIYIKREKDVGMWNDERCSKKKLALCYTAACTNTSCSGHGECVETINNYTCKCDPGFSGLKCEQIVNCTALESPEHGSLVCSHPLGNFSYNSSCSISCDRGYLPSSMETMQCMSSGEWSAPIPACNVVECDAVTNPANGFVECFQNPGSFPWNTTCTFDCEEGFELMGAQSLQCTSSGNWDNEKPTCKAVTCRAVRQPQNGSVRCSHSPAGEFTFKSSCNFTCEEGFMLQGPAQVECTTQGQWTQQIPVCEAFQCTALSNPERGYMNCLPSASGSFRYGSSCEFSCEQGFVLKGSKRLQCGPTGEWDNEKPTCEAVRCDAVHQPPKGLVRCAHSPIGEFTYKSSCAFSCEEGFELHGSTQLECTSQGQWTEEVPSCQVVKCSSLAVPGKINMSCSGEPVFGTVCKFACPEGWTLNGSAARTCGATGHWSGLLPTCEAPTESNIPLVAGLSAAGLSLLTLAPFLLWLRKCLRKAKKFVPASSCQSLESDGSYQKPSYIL
#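 Test system: HUVEC | Signal: Immunofluorescence imaging | Read-out: Percent E-selectin-positive cells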
# SIRT5 block – SIRT5 desuccinylase inhibitors, primary screen, biochemical, fluorescence imaging, single point, set 5; Purified SirT5, succinyl-peptide AMC, trypsin-coupled fluorescence; inhibition, % at 15 µM; hit rate 1.1% among 330,000; AID 652115, 2013; in the data active means inhibition above about 15%; inconclusive means no clear call, values can overlap the other calls
# Target sequence (Q9NXA8 whole entry, looked up): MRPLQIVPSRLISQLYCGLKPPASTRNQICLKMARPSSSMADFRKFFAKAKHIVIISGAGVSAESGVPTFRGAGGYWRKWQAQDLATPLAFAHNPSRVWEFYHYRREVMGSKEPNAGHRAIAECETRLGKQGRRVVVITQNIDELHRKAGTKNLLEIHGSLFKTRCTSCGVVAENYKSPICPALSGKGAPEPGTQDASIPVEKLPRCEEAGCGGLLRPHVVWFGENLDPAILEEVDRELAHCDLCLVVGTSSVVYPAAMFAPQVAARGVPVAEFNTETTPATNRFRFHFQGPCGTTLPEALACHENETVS
# S100A4 inh HTS – inhibitors of S100A4-myosin IIA peptide binding, primary screen, biochemical, fluorescence polarization, TAMRA-MyoIIA peptide. inhibition, % at 10.7 µM. hit rate 0.14% among 360,000;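 active means mean inhibition of at least 70% across replicates, with every replicate also reaching that level; inconclusive means mean inhibition reaches 70% but some replicates fall short; inactive means mean inhibition below 70%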
# Target sequence (P26447 whole entry, looked up): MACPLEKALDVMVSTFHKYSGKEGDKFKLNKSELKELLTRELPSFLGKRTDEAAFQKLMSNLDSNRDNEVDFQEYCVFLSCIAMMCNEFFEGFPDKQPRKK
#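 Compound dosing: one dose per compound; test system: human S100A4 monomer with TAMRA-labelled myosin IIA peptide; probe or stimulus: TAMRA-labelled myosin IIA heavy-chain peptide probe, 5 nM; medium: HEPES buffer with Ca2+, pH 7.2; schedule: 5 min incubation before reading; benchmarks: neutral control DMSO, positive control TFP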
# * hit, by the source's call; u = inconclusive; x = not tested or not shown; + = active, no number; & = joins results of further samples; ! = not confirmed by another sample. These rows are one share of the data; rates above refer to the full screens.
# Order of results: ERp5 inh	DENV2 CPE rescue	C2C12 statin	PglD inh	E-sel inducer	SIRT5 block	S100A4 inh HTS
C[C@H]1CN([C@@H](C)CO)C(=O)Cc2cc(NC(=O)Nc3ccc(C(F)(F)F)cc3)ccc2O[C@@H]1CN(C)C
→ -2	-6	-76	-2	x	-10	1
CN(C)S(=O)(=O)c1cccc(C(=O)NCCOC(=O)c2cc(F)c(F)cc2Cl)c1
→ 1	-2	-61	0	x	0	4
O=C(O)CCCn1cc(NC(=O)c2cc(F)c(F)cc2Cl)cn1
→ -1	-2	x	x	-0.7	2	-1
COc1ccc(S(=O)(=O)NCc2cccnc2)cc1NC(=O)c1ccc(Cl)cc1
→ 4	12	30	-2	x	-3	0
CCC(C(=O)Nc1cc(C(=O)O)ccc1C)c1ccccc1 (centres undefined)
→ 3	-3	x	x	x	-2	-1
CC(=O)N1CCCCN2[C@H](CO)[C@@H](c3ccc(-c4ccc(F)cc4)cc3)[C@H]2C1
→ 0	-10	x	-1	0.1	0	3
Oc1oc(-c2cccc3ccccc23)nc1/C=N/c1nccs1
→ x	x	5	0	2.3	x	x
NC(=O)CN1C(=O)C(=O)N(Cc2ccccc2Cl)C1=O
→ 6	-5	2	0	x	0	-3
O=c1ccc2[n+]([O-])c3ccc(O)cc3oc-2c1
→ -3	-7	x	x	193*	11	+
O=C(c1cccs1)N1CCN(Cc2cccc([N+](=O)[O-])c2)CC1
→ -2	-6	x	x	-0.4	-3	-19
COc1cccc(S(=O)(=O)N2C[C@H](O)COC[C@@H]3O[C@H](CC(=O)N4CCOCC4)CC[C@H]32)c1
→ 0	16	-13	-1	0.1	3	2
O=C(c1cc2cc(F)ccc2[nH]1)N1CCN(c2ccc(F)cc2)CC1
→ 1	-3	1	10	0.4	-4	17
Cc1nnc(SCc2cccc([N+](=O)[O-])c2)[nH]c1=O
→ -62	-2	x	x	x	x	-2
O=C(COC(=O)C1=COCCO1)NCc1ccc(F)cc1
→ 0	u	1	2	2.2	-2	-1
COC(=O)Cc1c(C)nc2nc(-c3ccc(OC)cc3)[nH]n2c1=O
→ x	x	7	-9	-2.0	x	x
Cc1c(S(=O)(=O)N2CCc3ccccc3C2)c(=O)n(C)c(=O)n1C
→ 4	-7	4	1	x	-1	-12
CCN(CC)S(=O)(=O)c1ccc(C)c(NC(=O)/C=C/c2cccs2)c1
→ 4	15	x	-5	-2.7	1	-1
Cc1sc2ncnc(SC(C)C(=O)N3c4ccccc4Sc4ccccc43)c2c1C (centres undefined)
→ -3	-3	x	x	x	0	-3
COC(=O)c1sccc1NC(=O)c1csc2c1CCCC2
→ 4	6	x	-5	x	-11	0
Cc1cn([C@H]2C[C@H](O)[C@@H](CCC(=O)NCC(c3ccccc3)c3ccccc3)O2)c(=O)[nH]c1=O
→ -7	8	-1	0	-0.2	-5	0

# Next part.
# Order of results: ERp5 inh	DENV2 CPE rescue	C2C12 statin	PglD inh	E-sel inducer	SIRT5 block	S100A4 inh HTS
C[C@@H]1CN([C@@H](C)CO)C(=O)CCCn2nncc2CO[C@H]1CN(C)S(=O)(=O)c1ccc2c(c1)OCCCO2
→ 0&0	1&-10	-6&-8	3&1	0.3	20*!	-5&9
Cc1cn([C@H]2C[C@H](O)[C@@H](CNCc3cccc(OC4CCCC4)c3)O2)c(=O)[nH]c1=O
→ 5	-14	-11	-2	0.5	-3	4
CCCCCCn1c(=O)n2n(c1=O)[C@@H]1CN(S(=O)(=O)c3ccc(C)cc3)C[C@]1(O)[C@@H](OC(=O)NCc1ccccc1)C2
→ 8	-8	27	1	-0.8	20*	-1
O=C(C[C@@H]1CC[C@H]2[C@@H](COC[C@H](O)CN2C(=O)C2CCCC2)O1)NCc1ccncc1
→ -15	12	5	2	-0.1	5	-41
CN(C)S(=O)(=O)c1ccc(NC(=O)COC(=O)CC2CC3CCC2C3)cc1 (centres undefined)
→ -2	2	4	-2	x	0	-1
COc1ccc(CN2CCN(C(=O)c3ccc(S(=O)(=O)NCc4ccco4)cc3)CC2)cc1F
→ -6	-2	x	x	-0.1	-1	1
Cc1cc(=O)oc2cc(OCC(=O)NCCc3c[nH]c4ccc(F)cc34)ccc12
→ x	5	-4	-4	0.0	-3	1
Cc1cccc(-n2c(C)nc3cc(C(=O)N4CCOCC4)ccc32)c1
→ 4	-3	4	0	x	-3	-2
COc1ccc(S(=O)(=O)Nc2ccc3c(c2)CC(=O)N([C@H](C)CO)C[C@H](C)[C@H](CN(C)C(=O)Nc2c(C)noc2C)O3)cc1
→ -3	x	-10	0	-0.1	-2	-4
C[C@H](CO)N1C[C@H](C)[C@@H](CN(C)CC2CCCCC2)OCc2cnnn2CCCC1=O
→ -4	7	-5	2	-0.2	0	44
C[C@@H]1CN([C@H](C)CO)C(=O)Cc2cc(NC(=O)Nc3ccc(C(F)(F)F)cc3)ccc2O[C@@H]1CN(C)S(=O)(=O)c1cn(C)cn1
→ -1	-1	-50	2	0.3	-3	-39
CCCCN1CC[C@@H]2C=CC[C@H](C(=O)OC)[C@@H]2C1=O
→ -3	14	12	1	x	-1	-1
CC(C)OC(=O)N(C)C[C@H]1OCc2ccccc2-c2ccccc2C(=O)N([C@H](C)CO)C[C@@H]1C
→ -2	4	15	5	-0.5	-7	38
C[C@H](CO)N1C[C@H](C)[C@H](CN(C)C)Oc2ccc(NC(=O)Nc3ccc(C(F)(F)F)cc3)cc2C1=O
→ 3	-2	8	4	0.0	-2	1
Cc1ccc(CN2C(=O)[C@H]3Cc4c([nH]c5ccccc45)C(C)(C)N3C2=O)cc1
→ 2	4	1	-3	-0.1	x	-10
CC1(c2cccc(Br)c2)NC(=O)N(CC(=O)NCC2CCCO2)C1=O (centres undefined)
→ -1	8	-2	5	x	1	-3
CCN1CCCc2cc(CN(CCN3CCOCC3)C(=S)Nc3ccc(C)cc3)ccc21
→ 4	u	x	-2	x	-1	-9
O=C(CNC(=O)c1cc(Cl)cc([N+](=O)[O-])c1)NC1CC1
→ 3	-5	16	-2	-0.8	-3	-6
CCOC(=O)c1ccc(NC(=O)COc2ccc(CNC3CCCCC3)cc2OC)cc1
→ 7	6	x	x	0.1	-1	-3
O=S1(=O)N=C(N(Cc2cccs2)c2ccc(O)cc2)c2ccccc21
→ -2	4	x	x	x	1	-6

# Additional structures follow.
# Order of results: ERp5 inh	DENV2 CPE rescue	C2C12 statin	PglD inh	E-sel inducer	SIRT5 block	S100A4 inh HTS
C[C@@H]1CN([C@@H](C)CO)C(=O)Cc2cc(NC(=O)Cc3cn(C)c4ccccc34)ccc2O[C@H]1CN(C)S(=O)(=O)c1ccc(F)cc1
→ -1	-5	13	5	0.2	-1	-96
NC(=O)c1cc([N+](=O)[O-])ccc1NCc1cnccn1
→ 9	x	9	-4	0.1	-2	3
CNC[C@@H]1Oc2c(NS(=O)(=O)c3ccc(Cl)cc3)cccc2C(=O)N([C@@H](C)CO)C[C@@H]1C
→ 3	-8	0	-5	-0.2	-2	9
CCNc1nc(NC(N)=S)nc(NC(C)(C)C)n1
→ 6	2	x	x	-1.9	8	30
Cc1cc(O)cc2c1O[C@@](C)(CCC[C@@H](C)CCC[C@@H](C)CCCC(C)C)CC2
→ -8	-3	10	2	2.4	11	1
O=C(NCc1cccs1)c1csc([C@H]2C[C@H](O)[C@@H](CO)O2)n1
→ 2	3	0	2	-0.1	x	0
CCOc1cc(C(=O)Nc2ccc(S(=O)(=O)Nc3onc(C)c3C)cc2)cc(OCC)c1OCC
→ -2	u	-1	7	0.0	x	-72
CCc1nc2ccc(C(=O)N(C)Cc3ccco3)cn2c1N(C)Cc1ccc(OC)cc1
→ 13	11	-18	-4	0.0	-3	-5
CN(C)C(=O)c1cccc(-c2ccccc2[C@H]2[C@@H](C#N)N(C(=O)C3CC3)[C@H]2CO)c1
→ -3	43*	x	x	0.0	0	10
C[C@H]1CN([C@@H](C)CO)C(=O)c2cc(NS(C)(=O)=O)ccc2O[C@H]1CN(C)C(=O)Nc1ccc(F)cc1
→ -2	0	19	-7	x	-1	-12
CCCCOC(=O)Nc1nnc(CC(=O)NCc2ccccc2)s1
→ 0	4	-1	-4	0.2	-4	-20
CCc1ccc(OCC(=O)N(Cc2ccccc2)C2CCS(=O)(=O)C2)cc1 (centres undefined)
→ 2	9	5	-1	0.0	-4	-6
O=C(CCCOc1ccccc1)Nc1cccc(S(=O)(=O)N2CCCCC2)c1
→ -4	-5	-1	x	-0.6	1	-3
COC1CCN(C(=O)C2CCC(=O)N(C3CCCCCC3)C2)CC1 (centres undefined)
→ 6	1	8	2	x	3	10
CC(=O)c1cccc(N=Cc2c(O)c3ccccc3oc2=O)c1
→ -4	4	7	-1	x	-2	-9
Cc1ccc(CNC(=O)CNC(=O)c2ccc(C(C)(C)C)cc2)n1C
→ -2	10	10	5	x	0	-1
COC(=O)/C=C/c1sc2nc(C)cc(C)c2c1N=CN(C)C
→ -13	7	x	x	x	32*	4
CC(C)NC(=O)N[C@@H]1C=C[C@H](CC(=O)NC2Cc3ccccc3C2)O[C@H]1CO
→ 0	-4	0	2	-0.3	-1	4
O=C(O)c1ccc(/C=N/NC(=S)NCc2ccccc2)cc1
→ 3	-4	x	x	x	-1	-9
CCCCCCn1cc(C(=O)O)c(=O)c2cc(F)c(N3CCCCC3)cc21
→ 1	-5	-3	-4	x	0	3

# The closing 3 entries of the section before are carried over, then new ones follow:
# Order of results: ERp5 inh	DENV2 CPE rescue	C2C12 statin	PglD inh	E-sel inducer	SIRT5 block	S100A4 inh HTS
CC(C)NC(=O)N[C@@H]1C=C[C@H](CC(=O)NC2Cc3ccccc3C2)O[C@H]1CO
→ 0	-4	0	2	-0.3	-1	4
O=C(O)c1ccc(/C=N/NC(=S)NCc2ccccc2)cc1
→ 3	-4	x	x	x	-1	-9
CCCCCCn1cc(C(=O)O)c(=O)c2cc(F)c(N3CCCCC3)cc21
→ 1	-5	-3	-4	x	0	3
CCCc1nc2c(sc3nc4c(cc32)COC(C)(C)C4)c(=O)n1CCN(CC)CC
→ 1	x	3	3	7.4	0	-20
c1ccn2cc(C34CC5CC(CC(C5)C3)C4)nc2c1
→ 6	2	x	x	11	-8	-6
CCN1C(=O)C2(SC(NC(C)=O)=NN2C(C)=O)c2cc(C)cc(C)c21 (centres undefined)
→ 0	u	x	0	x	-4	-2
COC(=O)/C=C1/SC(=NC(=O)c2cccc([N+](=O)[O-])c2)NC1=O
→ -1	-5	2	3	x	-2	6
N#CCS(=O)(=O)c1cccc[n+]1[O-]
→ -2	18	x	x	0.1	x	1
C[C@H](CO)N1C[C@H](C)[C@H](CN(C)CC2CCOCC2)Oc2ncc(-c3cncnc3)cc2C1=O
→ -3	-12	17	6	0.6	3	15
C=CCNC(=S)N/N=C/c1cccc([N+](=O)[O-])c1
→ u	-8	-6	-4	-0.5	0	1
Cc1noc(C)c1S(=O)(=O)N(C)C[C@H]1Oc2ccc(NS(C)(=O)=O)cc2C(=O)N([C@H](C)CO)C[C@H]1C
→ 1	0	14	5	-12	-12	-3
CCOC(=O)[C@@H]1[C@H]2COc3ccccc3[C@@H]2N2C(=O)N(c3cccc(Cl)c3)C(=O)[C@]12C
→ 2	-3	-1	-2	0.3	x	0
O=C(CSc1nc2ccccc2n1S(=O)(=O)c1ccccc1)N1CCCC1
→ 6	-3	x	x	0.4	x	4
O=C(COC(=O)c1ccc(S(=O)(=O)N2CCOCC2)cc1)NC1CCCCCC1
→ 6	2	-10	-3	x	-1	4
CC(C)Nc1nc2nonc2nc1Nc1ccccc1
→ 3	5	-8	1	x	2	3
